Kir21 block – inhibitors of mouse Kir2.1 inward-rectifier potassium channel; HEK293-Kir2.1, FluxOR thallium flux fluorescence; stronger effect = lower value; B-score at 10 µM; 0.85% of 310,000 active; AID 1672;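 active means fluorescence ratio B-score at or below minus 3 SD of library scores, with starting-brightness B-score within 2 SD, cut at about -4.2 in these data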;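 further: channel flux triggered by added potassium and thallium sulfate stimulus; B-score of peak minus minimum fluorescence over baseline after thallium stimulus; more negative B-score means stronger Kir2.1 block with less thallium influx; some compounds called inactive have numbers as strong as hits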
Target sequence (P35561 whole entry, looked up): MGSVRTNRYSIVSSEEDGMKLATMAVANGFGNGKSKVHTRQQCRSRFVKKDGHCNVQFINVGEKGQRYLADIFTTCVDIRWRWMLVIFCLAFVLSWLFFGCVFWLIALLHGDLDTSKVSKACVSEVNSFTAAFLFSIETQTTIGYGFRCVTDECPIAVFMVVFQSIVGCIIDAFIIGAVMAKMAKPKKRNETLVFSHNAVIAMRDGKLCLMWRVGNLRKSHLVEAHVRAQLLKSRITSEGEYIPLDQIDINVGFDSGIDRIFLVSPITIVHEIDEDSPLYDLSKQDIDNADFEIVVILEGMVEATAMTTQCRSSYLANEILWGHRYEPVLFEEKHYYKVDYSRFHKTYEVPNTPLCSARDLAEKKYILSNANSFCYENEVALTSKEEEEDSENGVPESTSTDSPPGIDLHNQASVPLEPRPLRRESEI
CHT inh – human CHT choline transport inhibition; Q9GZV3; CHT-expressing cells, membrane potential dye, choline response; stronger effect = lower value; B-score at 10 µM; 0.86% of 310,000 active; AID 488975;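 active means B-score over 3 SD under the library average, and starting fluorescence ratio not unusually high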;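 further: choline stimulus applied at its EC90 after an EC20 pre-addition; B-score computed on integrated fluorescence ratio after choline addition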
Target sequence (Q9GZV3 whole entry, looked up): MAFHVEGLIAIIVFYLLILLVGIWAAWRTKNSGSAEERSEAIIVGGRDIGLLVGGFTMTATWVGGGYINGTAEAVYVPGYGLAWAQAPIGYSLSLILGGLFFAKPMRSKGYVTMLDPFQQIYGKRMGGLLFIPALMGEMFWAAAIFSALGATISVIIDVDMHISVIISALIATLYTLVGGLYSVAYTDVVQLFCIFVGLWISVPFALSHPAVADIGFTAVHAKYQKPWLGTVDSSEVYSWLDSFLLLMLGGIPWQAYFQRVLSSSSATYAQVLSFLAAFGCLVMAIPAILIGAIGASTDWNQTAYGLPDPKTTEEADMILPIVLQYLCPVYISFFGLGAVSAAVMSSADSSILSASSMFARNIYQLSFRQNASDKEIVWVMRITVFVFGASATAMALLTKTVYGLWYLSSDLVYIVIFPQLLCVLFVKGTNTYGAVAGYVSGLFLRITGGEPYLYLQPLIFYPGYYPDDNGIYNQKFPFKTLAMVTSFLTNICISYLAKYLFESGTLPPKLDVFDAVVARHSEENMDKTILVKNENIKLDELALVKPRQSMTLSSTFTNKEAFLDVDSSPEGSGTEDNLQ
Active calls of the source: *; i = inactive; . = no result given. Outcome played no part in choosing rows; 1.6% or so of the library scored in one or more.

Results follow in this order: Kir21 block	CHT inh
COc1ccc2c(c1)C=C([C@@H]1C[C@H]3CN(c4ccccc4)C(=O)[C@]34CCCN14)CO2
    -1.2	i
CCOC(=O)C(=O)Nc1cc(C(=O)OC)cc(C(=O)OC)c1
    0.98	i
CS(=O)(=O)Nc1cccc2cccnc12
    .	i
COC(=O)c1ccc(OCC2c3cc(OC)c(OC)cc3CCN2C(=O)c2ccco2)cc1 (stereo unspecified)
    0.03	i
Cc1cccc(NCc2cccc3ccccc23)n1
    -1.2	i
CCCC1(C(=O)OC)NC(c2cc(OC)c(OC)c(OC)c2)C2C(=O)N(CC)C(=O)C21 (stereo unspecified)
    .	i
O=C(NC1CCCCCC1)C1CCN(C(=O)c2ccc(Br)cc2)CC1
    1.3	i
Cn1c(SCc2c(Cl)cccc2Cl)nc(C(F)(F)F)cc1=O
    0.11	i
Cc1ccc(-n2c(C)cc(/C=c3/sc4nc5ccccc5n4c3=O)c2C)cc1
    0.17	i
Cc1ccc(-c2ccc(=O)n(CC(=O)Nc3ccc4c(c3)OCCO4)n2)cc1
    0.28	i

Pulled by compound from the entries so far, 2 records:
Results follow in this order: Kir21 block	CHT inh
Cn1c(SCc2c(Cl)cccc2Cl)nc(C(F)(F)F)cc1=O
    0.11	i
CCCC1(C(=O)OC)NC(c2cc(OC)c(OC)c(OC)c2)C2C(=O)N(CC)C(=O)C21 (stereo unspecified)
    .	i

More compounds.
Results follow in this order: Kir21 block	CHT inh
Cc1c(C=O)c2ccccn2c1C(=O)c1ccc(Cl)c([N+](=O)[O-])c1
    -0.03	i
CC1CCN(C(C(=O)Nc2ccc(C(C)C)cc2)c2ccc3c(c2)OCO3)CC1 (stereo unspecified)
    0.12	i
C/C(=N\NC(=O)c1cc(C2CC2)nc2ccccc12)c1ccc(O)cc1O
    -0.91	i
CCOc1ccc2nc(NC(=O)c3cc([N+](=O)[O-])ccc3N3CCOCC3)sc2c1
    1.1	i
Cc1cnc(C(=O)OCC(=O)NC2CCCCC2)cn1
    0.77	i
CCOc1cc(S(=O)(=O)Nc2ccccn2)ccc1F
    0.39	i
CCCCNc1nc2c(c(=O)n(Cc3ccccc3)c(=O)n2C)n1C
    -0.94	i
O=C(NCc1c(Cl)cccc1Cl)c1ccc2nnsc2c1
    0.07	i
COc1ccc(-c2[nH]c3ccccc3c2SCCN)cc1
    -3.6	i
CC(=O)N1CCc2cc(Br)cc(S(=O)(=O)NCCCN3CCCC(C)C3)c21 (stereo unspecified)
    -1.5	i
C#CCO[C@@H]1C[C@H](n2ccc(NC(=O)c3ccccc3)nc2=O)O[C@@H]1CO
    -0.08	i
COc1ccccc1Cc1noc(COc2cccc(C)c2C)n1
    0.35	i
C=CCn1ncc(OC)c(Cl)c1=O
    0.9	i
COc1cc(C2Nc3cccc4cccc(c34)N2)cc(OC)c1O
    .	i
CCOc1ccc(NCc2nnc(SCc3ccccc3Cl)n2-c2ccccc2)cc1
    -2.9	i
N#Cc1c(-n2cccc2/C=N/O)sc2c1CCCC2
    -9.8*	i
Cc1cc(O)c(NC(=O)c2cccc([N+](=O)[O-])c2)cc1C
    2.2	i
O=C(CSc1ncccc1-c1nc2ccccc2[nH]1)NC1CC1
    1.5	i
O=C(CSc1nc(-c2ccccc2)cs1)NC(=O)NCc1ccco1
    -2	i
O=C(O)CC/C(=N/Nc1ccc([N+](=O)[O-])cc1)C(=O)O
    -0.54	i
COc1cccc(OC)c1C(=O)Nc1ccc(N2CCN(S(C)(=O)=O)CC2)cc1
    -0.99	i
CSCC(=O)NCC1(N(C)Cc2ccccc2)Cc2ccccc2C1
    0.76	i
CC(C(=O)N1CCCCC1)n1sc2ccccc2c1=O (stereo unspecified)
    0.3	i
CCOC(=O)CNC(=O)c1ccc(C#CC2(O)CCCCC2)cc1
    0.45	i
Cc1ccsc1C(=O)Nc1nccs1
    1.9	i
CCCCNC(=S)NNc1c(Cl)cc(Cl)cc1Cl
    2.2	i
O=c1[nH]c(C2CCN(S(=O)(=O)c3ccc4c(c3)OCCO4)CC2)nc2c1nnn2Cc1ccc(F)cc1
    -1.1	i
COCCCNC(=O)CN1C(=O)c2ccccc2C1=O
    1.6	i
C=CC[C@]12C[C@@H](OC)C(=O)C=C1O[C@@H](c1ccc(OC)c(OC)c1)[C@H]2C
    -0.08	i
Cc1oc(-c2ccc(Cl)cc2)nc1CN1CCC(C(=O)NCc2cccnc2)CC1
    -1.3	i
O=C(c1cc(COc2ccc3ncccc3c2)on1)N1CCCC(O)C1 (stereo unspecified)
    -1.2	i
CCC(Sc1nc2ccccc2o1)C(=O)Nc1nnc(C)s1 (stereo unspecified)
    -0.65	i
COC(=O)c1cc(S(=O)(=O)N2CCN(c3ccc(OC)cc3)CC2)cn1C
    0.18	i
CCOc1ccccc1NC(=O)CSc1nnc(-c2ccco2)n1Cc1ccco1
    -4	i
N#CNC(=Nc1cccc(F)c1)SCc1cccc(F)c1
    0.9	i
CC1=C(C(=O)Nc2ccccc2)C(c2ccco2)C(C#N)=C(SCC(N)=O)N1 (stereo unspecified)
    -0.35	i
O=C(O)COCC(=O)N1CCCN(c2nccc(C(F)(F)F)n2)CC1
    0.9	i
COc1nc(Oc2ccc(C(=O)OCC(N)=O)cc2)nc(N(C)C)n1
    0	i
O=c1[nH]c(SCc2ccccc2)nc2c1cnn2-c1ccc(F)cc1
    2.1	i
CCN1C2=C(C(=O)CCC2)C(c2ccc(O)c(Br)c2)C2=C1CCCC2=O
    2.5	i
CCCCn1c(N)c(N(CCOC)C(=O)COC(=O)c2cc(CC)c(C)s2)c(=O)[nH]c1=O
    -0.1	i
O=C(c1ccccc1)c1ccccc1C(=O)N1CCOCC1
    -0.93	i
Cc1ccccc1NC(=O)CSc1nnc(-c2ccco2)c(-c2ccco2)n1
    -1.4	i
Cc1cc(C)cc(NS(=O)(=O)c2ccc3[nH]cc(C(=O)NCc4ccco4)c(=O)c3c2)c1
    0	i
Cn1ccc(C(=O)N/N=C/c2ccncc2)n1
    -0.13	.
COc1ccc(-n2ncc(S(=O)(=O)c3ccccc3)c2-c2ccc(Cl)cc2)cc1
    -0.81	i
O=C(Cn1cc([N+](=O)[O-])cn1)NCCc1c[nH]c2ccccc12
    -1.9	i
O=C(N/N=C/c1c(F)cccc1Cl)c1ccc(Cn2cc(Br)cn2)o1
    0.78	i
CC(=O)Nc1ccc(S(=O)(=O)N2CCN(Cc3cccs3)CC2)cc1
    -0.92	i
COc1cc(C(=O)N2CCN(C(=O)c3cc(-c4ccc(Br)cc4)n[nH]3)CC2)cc(OC)c1OC
    1.6	i

Next section:
| compound | Kir21 block | CHT inh |
| --- | --- | --- |
| Cc1cc(C(=O)COc2cccnc2[N+](=O)[O-])c(C)n1-c1ccccc1 | 1.9 | i |
| O=c1ccc2ccc(Oc3ccc([N+](=O)[O-])cc3Cl)cc2o1 | 0.98 | i |
| Cn1nc(C(F)(F)F)c(C#N)c1N1CCN(c2ccccc2F)CC1 | 1.6 | i |
| COc1ccccc1N(CC(O)COc1ccccc1)S(=O)(=O)c1ccccc1 (stereo unspecified) | 0.11 | i |
| COc1cccc(CN(C)C(=O)c2cc(COc3c(F)cccc3F)on2)c1 | 0.26 | i |
| O=C(CCN=C1NS(=O)(=O)c2ccccc21)OCC(=O)c1ccc(F)c(F)c1 | 1.4 | i |
| O=C(Nc1ccccc1Br)c1cc(=O)c2ccccc2o1 | 0.72 | i |
| C1CCC(CNc2c3c(nc4nnnn24)CCCC3)CC1 | 2.4 | i |
| O=C(NCc1ccc(OC(F)(F)F)cc1)C1CC(c2c(Cl)cccc2Cl)=NO1 (stereo unspecified) | 2.2 | i |
| COc1ccc(CCNC(=O)CSc2nnc(CNC(=O)c3ccco3)o2)cc1OC | 0.47 | i |
| CC(=O)Nc1ccc(S(=O)(=O)N(C)CC(=O)NC2CCCC(C)C2C)cc1 (stereo unspecified) | -1.9 | i |
| O=C(COC(=O)c1ccccc1)Nc1cc(Cl)ccc1Oc1ccccc1 | -0.53 | i |
| COC(=O)c1onc(-c2c(C)cc(C)cc2C)c1C(=O)OC | 0.07 | i |
| CC(C)n1nnnc1SCC(=O)N1CCOCC1 | 0.54 | i |
| C[C@@H](O)C1NC(=O)[C@H](CCCCN)NC(=O)c2cc([N+](=O)[O-])cc(I)c2NCCC[C@@H](C(N)=O)NC1=O (stereo partly specified) | 1.5 | i |
| CC(=O)Nc1ccc2nc(SCC(=O)NCCOc3ccccc3)sc2c1 | 2 | i |
| C=CCOc1ccccc1CN1CCC(Oc2ccc(C(=O)N3CCCCC3)cc2)CC1 | -3 | i |
| CC(C)(C)OC(=O)CNC(=O)c1[nH]cnc1C(=O)N[C@@H](Cc1ccccc1)C(=O)OCc1ccccc1 | -0.11 | i |
| COc1ccccc1CNC(=O)C(NC(=O)c1ccccc1C)C(C)C (stereo unspecified) | 0.55 | i |
| COC(CNC(=O)c1cccc2c1C(=O)N(Cc1cccnc1)C2)OC | 0.92 | i |
| O=C1CSCC(=O)N1Cc1ccc(Cl)c(Cl)c1 | -1.1 | i |
| CCN(c1ccc(NC(=O)COC(=O)c2cc3ccccc3oc2=O)cc1)C(C)C | 0.04 | i |
| CCc1nc(SCc2ccccc2C#N)n[nH]1 | -0.56 | i |
| CNS(=O)(=O)c1cccc2nsnc12 | 0.51 | i |

One compound at a time (already shown). Screens in order: Kir21 block	CHT inh
Entry for `Cc1ccsc1C(=O)Nc1nccs1` → 1.9	i
Entry for `CCCCn1c(N)c(N(CCOC)C(=O)COC(=O)c2cc(CC)c(C)s2)c(=O)[nH]c1=O` → -0.1	i
Entry for `CC(=O)N1CCc2cc(Br)cc(S(=O)(=O)NCCCN3CCCC(C)C3)c21` (stereo unspecified) → -1.5	i

Remaining list, next part:
| compound | Kir21 block | CHT inh |
| --- | --- | --- |
| Cn1ccnc1SCC(=O)Nc1cccc2ccccc12 | -0.47 | i |
| O=C(Nc1ccnn1C1CCN(CCCc2ccccc2)CC1)c1ccccc1Cl | -0.03 | i |
| O=C(NCc1n[nH]c(=S)n1-c1cccc(C(F)(F)F)c1)c1ccc(S(=O)(=O)N2CCCC2)cc1 | -1.3 | i |
| COc1ccc(OC)c(NC(=O)C(=O)NNC(=O)COc2ccc(Br)cc2C)c1 | 2.1 | i |
| CCC(C)Nc1c2c(nc3c(-c4ccccc4)c(C)nn13)CCC2 (stereo unspecified) | -1.7 | i |
| N#Cc1cc2c(cc1NC(=O)CCn1cnnn1)OCO2 | 0.27 | i |
| Cc1ccc2c(c1)N(CC(=O)N(Cc1ccc3c(c1)OCO3)CC1CCCO1)C(=O)C(C)O2 (stereo unspecified) | 0.54 | i |
| COc1ccccc1CNC(=O)OCc1nccnc1C(=O)Nc1ccc(Br)cn1 | -0.06 | i |
| CSc1ccccc1OCc1cc(C(=O)N(C)Cc2ccc3nsnc3c2)no1 | 0.91 | i |
| CCc1c(C)sc(NC(=O)c2ccco2)c1C(=O)N1CCCCC1 | 2.2 | i |
| O=C(CN1C(=O)NC2(CCCCCCC2)C1=O)N1CCOCC1 | -0.41 | i |
| O=C(NCc1ccco1)/C(=C\c1ccco1)NC(=O)c1cccs1 | 0.36 | i |
| COc1ccccc1NC(=O)Nc1cccc(C)n1 | 1 | i |
| Cc1nc(N)nc(N)c1/C=C/C(C)(C)c1ccc(Cl)cc1 | -0.41 | . |
| COc1ccc(OC)c(-n2c(-c3cnccn3)n[nH]c2=S)c1 | -0.02 | i |
| CC1=NOC2(C1)N(C)c1ccccc1C2(C)C (stereo unspecified) | -0.96 | i |
| Cc1ccc2cc(CN(CCCO)S(=O)(=O)c3cccc4nsnc34)c(=O)[nH]c2c1 | 0.11 | i |
| CC(=O)Nc1nc(SCc2cccc3ccccc23)n[nH]1 | -1.1 | i |
| CC(=O)N1CCN(c2nc3ccc([N+](=O)[O-])cc3s2)CC1 | -0.34 | i |
| CCN(CCNCC(O)COCc1ccc(Cl)cc1)c1cccc(C)c1 (stereo unspecified) | -7.5* | i |
| CCc1c(C)nc2ccc(Br)cc2c1Cl | 0.31 | i |
| C/C(=N\NC(=O)c1c(Cl)cnn1C)c1cccnc1 | 2 | . |
| O=C(c1ccccc1)c1cncc(Br)c1 | 1.9 | i |
| O=C(O)CCCN1C(=O)/C(=C/c2cn(-c3ccccc3)nc2-c2cccs2)SC1=S | -0.36 | . |
| COc1ccc(-c2csc(NC(C)c3nc4cc(C(=O)NCCCO)ccc4n3Cc3ccc(C)cc3)n2)cc1 (stereo unspecified) | 0.58 | i |
| Cc1cc(NC(=O)CSc2ccc(-c3ccc(F)cc3)nn2)no1 | -0.91 | i |
| CN1C(=O)/C(=C/C=C2\SCCN2C)SC1=S | 0.06 | . |
| Cc1ccc(N2N=C(C(=O)O)CCC2=O)cc1Cl | 0.8 | i |
| CC(=O)NC(Cc1ccccc1F)C(=O)NC1CCN(C(=O)c2cnccn2)CC1 (stereo unspecified) | 0.04 | i |
| CC(C)CCN1C(=O)c2ccc(C(=O)Nc3c[nH]c(=O)[nH]c3=O)cc2C1=O | 0.67 | i |
| O=C(c1ccco1)N1CCN(S(=O)(=O)c2ccc(C3CCCCC3)cc2)CC1 | 0.22 | i |
| Cc1ccc(S(=O)(=O)N2CCN(C(=O)COC(=O)/C=C/c3ccc(F)cc3)CC2)c(C)c1 | -0.67 | i |
| COc1ccc(NS(=O)(=O)c2cc(NC(=O)c3ccc(C)o3)ccc2N2CCCCC2)cc1 | -0.04 | i |
| O=C(Nc1ccc(S(=O)(=O)Nc2nccs2)cc1)c1cc(-c2ccccn2)nc2ccccc12 | 0.01 | i |
| COC(=O)c1ccc(CSc2cc(C)c3cc(C)cc(C)c3n2)o1 | 0.27 | i |

Screening results from PubChem.
